TDP1 inh = qHTS Assay for Inhibitors of Tyrosyl-DNA Phosphodiesterase (TDP1). Potency, µM (series often up to 130 µM), for inactives: at the highest dose activity change, negative = inhibition, most hits filed as inhibitors. recombinant TDP1, AlphaScreen DNA substrate cleavage. actives 0.28% (n = 350,000). Tyrosyl-DNA phosphodiesterase 1 (Homo sapiens), Q9NUW8; also: nearly all actives have a fitted effect of over 40% in size
Target sequence (Q9NUW8 whole entry, looked up): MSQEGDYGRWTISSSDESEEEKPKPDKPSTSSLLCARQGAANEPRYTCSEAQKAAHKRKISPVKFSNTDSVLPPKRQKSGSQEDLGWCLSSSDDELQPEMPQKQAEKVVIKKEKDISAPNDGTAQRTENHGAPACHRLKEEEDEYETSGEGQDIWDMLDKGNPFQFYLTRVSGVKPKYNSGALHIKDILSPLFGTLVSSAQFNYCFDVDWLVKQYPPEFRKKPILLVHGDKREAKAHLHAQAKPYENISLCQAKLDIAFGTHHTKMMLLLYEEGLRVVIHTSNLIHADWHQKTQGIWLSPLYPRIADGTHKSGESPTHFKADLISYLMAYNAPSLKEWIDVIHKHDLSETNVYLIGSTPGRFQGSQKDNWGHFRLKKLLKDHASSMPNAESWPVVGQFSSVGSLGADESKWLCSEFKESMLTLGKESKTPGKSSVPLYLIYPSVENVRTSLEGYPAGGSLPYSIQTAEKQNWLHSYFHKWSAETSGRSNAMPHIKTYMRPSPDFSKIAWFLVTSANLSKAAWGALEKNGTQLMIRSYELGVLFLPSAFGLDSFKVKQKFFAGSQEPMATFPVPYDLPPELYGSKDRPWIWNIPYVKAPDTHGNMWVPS
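Tdp1 1 nM final; 15 min RT w/ cpd; substrate 15 nM, 5 min; beads 10 ug/ml, 10 min; AlphaScreen read. Neg ctrl: no enzyme.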
DT40 TDP1 no CPT = qHTS for Inhibitors of human tyrosyl-DNA phosphodiesterase 1 (TDP1): qHTS in cells in absence of CPT | DT40 Tdp1-/- hTDP1 cells, no CPT, ATP luminescence, 48 h | Potency, µM (top dose mostly 46.2 µM), inactives show at the top dose activity change, negative = growth inhibition, most hits filed as inhibitors | actives 15% (n = 420,000); also: nearly all actives have a fitted effect of over 55% in size
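DT40 Tdp1-/-;hTDP1 cells, no CPT (DMSO vehicle only), 400 cells/well; compounds pin-transferred; ≥48 hr, 37 °C; CellTiter-Glo 30 min RT dark, luminescence read.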
TDP1 cell CPT = qHTS for Inhibitors of human tyrosyl-DNA phosphodiesterase 1 (TDP1): qHTS in cells in presence of CPT; AID 686979, 2013; Potency, µM (top dose mostly 46.2 µM), inactives show at the top dose activity change, negative = growth inhibition, actives largely listed as inhibitors; actives 12% (n = 420,000); chicken DT40 Tdp1-/-;hTDP1 cells + 20 nM CPT, ATP luminescence, 48 h; also: nearly all actives have a fitted effect of over 55% in size
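Chicken DT40 Tdp1-/- cells complemented with human TDP1, 400 cells/well, exposed to compounds plus 20 nM camptothecin for at least 48 h at 37 C; viability read as ATP content by CellTiter-Glo luminescence.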
An asterisk follows results filed as active; ? = inconclusive; nt = not tested or not shown; & = joins results of further samples; [ ] = another dose, or the depositor's remark. Calls follow the shape of the dose curve; as a rule, active = well fitted curve in the direction sought with a large enough effect; inconclusive = small, poorly fitted or top-dose-only effect, or another doubt; inactive = no such curve, though single readings can be large; an effect the other way counts as inactive or inconclusive. % is scaled to controls: 0 for no effect and ±100 for the full control effect; potency is read from the fitted curve at half-maximal effect.

Below each SMILES – DT40 TDP1 no CPT | TDP1 cell CPT | TDP1 inh
Cc1[nH]n(-c2ccc([N+](=O)[O-])cc2)c(=O)c1C=NCCN1CCN(C(=O)c2ccccc2)CC1
→ 10.3µM* | 10.3µM* | 3.9%
O=S1(=O)[C@H]2CC3O[C@]2(C[C@@H]3c2ccc(F)cc2)CN1Cc1ccc(Cl)cc1
→ ? | ? | nt
CC12CCC(=O)N1C(C(=O)NNC(=O)c1ccc(F)cc1)CS2 (centres undefined)
→ 13.6% | 2.5% | -1.2%
Nc1c(N=Nc2cccc(Cl)c2)c(=O)[nH]n1-c1ccccc1
→ -17.1% | 1.9% | 9.0%
Cc1csc(NC(=O)CCC(=O)c2cccs2)n1
→ -23.3% | -4.7% | 3.7%
Cc1noc(C)c1S(=O)(=O)Nc1ccc2c(c1)C(=O)N([C@@H](C)CO)C[C@@H](C)[C@@H](CN(C)CC1CCCCC1)OCCCC[C@@H](C)O2
→ 14.6µM* | 23.1µM* | nt
CC(=O)Nc1ccc(S(=O)(=O)NCCC(=O)OCC(=O)c2ccc(Br)cc2)cc1
→ -12.1% | -12.8% | -2.6%
COc1cccc(/C=C/C(=O)OCC(=O)NCCc2ccccc2)c1
→ 8.8% | 5.6% | 3.0%
COCCCNc1oc(/C=C/c2ccccc2)nc1C#N
→ -28.4% | -6.7% | nt
Cn1cccc1/C=C1\SC(=S)N(NC(=O)c2ccc(Cl)cc2)C1=O
→ -13.3% | -21.6% | 10.3%
CC1Cc2cc(S(=O)(=O)N3CCC(C(=O)N4CCCCC4)CC3)ccc2N1C(=O)C1CC1 (centres undefined)
→ -17.1% | ? | 3.1%
CN(C)CCN1CC(C(=O)O)CC1=O (centres undefined)
→ 1.3% | 12.2% | 3.0%
CCn1cc(C(=O)NCCC(=O)NC(C)C)c(=O)c2cc3c(cc21)OCO3
→ 23.3% | -26.3% | nt
CCCC(=O)Nc1ccc(C(=O)O)cc1NC(=O)CCC
→ 3.5% | 1.8% | 4.5%
Cc1cc(C)cc(N(CCC#N)C(=O)CN2C(=O)NC3(CCCC3)C2=O)c1
→ -12.4% | -11.4% | -7.1%
CCCCCCCCSC1=CC(=O)C(OC)=C(OC)C1=O
→ 1.03µM* | 1.16µM* | nt
Cc1sc(NC(=O)c2ccccc2)c(C#N)c1-c1ccccc1
→ -29.7% | -9.3% | 2.7%
OC[C@@H]1CN(Cc2ccc3c(c2)OCO3)C[C@H](n2cnc3c(N4CCN(c5ccccc5)CC4)ncnc32)O1
→ ? | 18.4µM* | nt
COC(=O)c1c(C)noc1-c1snnc1C
→ -20.1% | -3.2% | 0.0%
CCN(CC)C(=O)C1=C(C)N(Cc2ccccc2)C(=O)C(CC(=O)NCCCCc2ccccc2)C1 (centres undefined)
→ 25.9µM* | 23.1µM* | nt
CSCCC(NS(=O)(=O)c1ccc(C)cc1)C(=O)Nc1ccc(C)cn1 (centres undefined)
→ -3.6% | 6.3% | -5.8%
O=C(O)CCCN1C(=O)C2C3C=CC(C2C1=O)C1C(=O)N(CCCC(=O)O)C(=O)C31 (centres undefined)
→ -4.0% | 26.6% | nt
CCOc1ccc(S(=O)(=O)NCc2ccco2)cc1
→ -19.1% | -6.7% | 0.0%
CCN(CC)C(=O)CSc1nc2cc3c(cc2c(=O)n1CCCC(=O)NCc1ccc(OC)cc1)OCO3
→ ? | ? | -1.2%&-6.4%
COc1ccc(/C=c2/sc3n(c2=O)C(c2ccccc2OC)C2=C(N=3)c3ccccc3CC2)cc1O (centres undefined)
→ 23.1µM* | 29.1µM* | 6.7%
O=C(C(c1ccccc1)c1ccccc1)N1CCC(c2nc(-c3ccccc3Cl)no2)CC1
→ ? | 23.1µM* | nt
COc1ccc(N(CC(=O)NC(C)c2ccccc2)S(=O)(=O)c2ccc(C)cc2)cc1 (centres undefined)
→ ? | -16.8% | nt
C=CCC[C@H](Cc1ccc(F)cc1)C(=O)OC[C@@H](Cc1c[nH]c2ccccc12)NC(=O)[C@H](CC=C)CC(=O)N[C@H](CO)Cc1ccccc1
→ 20.6µM* | 5.8µM* | 2.8%
O=C(CCS(=O)(=O)c1cc2c3c(c1)CCN3C(=O)CC2)NCc1ccc(F)cc1
→ -6.0% | 3.5% | -2.6%
O=C(Nc1ccc(S(=O)(=O)NCc2ccco2)cc1)c1cccc(F)c1
→ -29.6% | ? | nt
CCCc1ccc2oc(C(=O)N3CCN(c4cnccn4)CC3)c(C)c2c1
→ -25.6% | ? | 7.7%
CNC(=O)c1c(NC(NC(=O)c2ccco2)C(=O)c2ccc(Cl)cc2)sc2c1CCCC2 (centres undefined)
→ ? | ? | 2.0%
CCc1ccc(NS(=O)(=O)c2ccc3[nH]cc(C(=O)NCc4ccc(C)cc4)c(=O)c3c2)cc1
→ ? | ? | nt
Cc1cc2cc3c(cc2nc1SCC(=O)OC(C)C)OCO3
→ -8.8% | -20.4% | nt
COc1ccccc1CNC(=O)c1cc2c(s1)-c1ccccc1OC2
→ ? | ? | -8.8%
O=[N+]([O-])c1ccc2nc(N3CCCC3)sc2c1
→ 18.4µM* | ? | nt
O=C(NCc1ccc(F)cc1)C1CCCN(C(=O)Nc2ccccc2)C1 (centres undefined)
→ 1.8% | -3.5% | 2.1%
COc1cccc(C2c3c(C)nn(-c4ccc([N+](=O)[O-])cc4)c3N=C3C(=O)Nc4ccccc4N32)c1 (centres undefined)
→ 5.8µM* | 13µM* | 2.7%
Cc1ccccc1S(=O)Cc1ccc(C(=O)NCCCN2CCCCC2)o1 (centres undefined)
→ 22.6% | -1.5% | 3.1%
O=C(CCOc1ccccc1)Nc1ccc([N+](=O)[O-])cc1
→ ? | -23.1% | 7.0%
COc1ccc(NC(=O)c2ccc(-n3cnnn3)cc2)c([N+](=O)[O-])c1
→ 19.0% | ? | -19.9%
CC1CC(NC(=O)c2ncn[nH]2)CC(C)(C)C1 (centres undefined)
→ -10.3% | 4.1% | 3.9%
COC(=O)Cn1c(=O)c2c(nc(Br)n2Cc2ccccc2Cl)n(C)c1=O
→ ? | ? | 1.0%
COc1cc(OC)nc(Nc2nc(C(N)Cc3ccc(C(F)(F)F)cc3)cs2)n1 (centres undefined)
→ ? | ? | nt
Cc1ccc(N(CC(O)Cn2nc(C)cc2C)S(=O)(=O)c2ccc3ccccc3c2)cc1 (centres undefined)
→ 18.4µM* | ? | 2.3%
CC1=C(C(=O)N(C)C)CC(CC(=O)NCc2cccs2)C(=O)N1CCC1=CCCCC1 (centres undefined)
→ ? | -7.9% | nt
CC(C)NS(=O)(=O)c1ccc(OCC(=O)NCC2CCCO2)c(Cl)c1 (centres undefined)
→ -13.4% | -1.0% | 3.0%
Cc1cccc(CNc2ccc(C(CC(N)=O)NC(=O)Cc3cccc4ccccc34)cc2[N+](=O)[O-])c1 (centres undefined)
→ ? | ? | 1.2%
Cc1cc(OCC(=O)OCC(=O)N2CCCCC2)ccc1Cl
→ -16.9% | -6.3% | nt
COc1cccc(NC(=O)N2CCN(c3nnnn3-c3ccccc3)CC2)c1
→ ? | -10.4% | -2.6%
COc1ccccc1CNC(=O)C1CCN(c2nc3ccccc3o2)CC1
→ -11.0% | ? | 0.0%
O=C(COC(=O)c1ccc([N+](=O)[O-])o1)NC1CCCCC1
→ 0.0082µM* | 0.0082µM* | -0.2%
O=c1c2ccccc2c(-c2ccccc2)nn1Cc1ccccc1
→ -21.5% | -29.0% | -2.7%
Cc1cc(NC(=O)Nc2nnc(N3CCCCC3)s2)ccc1Br
→ ? | ? | 8.6%
COCCn1c(=O)c(-c2ccccc2)nc2cnc(N(C)C)nc21
→ ? | ? | nt
Cc1ccc(CNC(=O)COC(=O)c2ccc(Cl)c(N)c2)cc1
→ -10.2% | 23.1µM* | 0.0%
COc1ccc(CCC(=O)OCc2csc(CC(=O)Nc3ccc(C)cc3)n2)cc1OC
→ ? | -29.7% | -0.2%
O=C(CN1C(=O)NC2(CCc3ccccc3C2)C1=O)Nc1ccc(Cl)cc1F (centres undefined)
→ -20.9% | -17.4% | 5.4%
CCCCNc1c(-c2ccc(F)cc2)nc2nc(C)cc(C)n12
→ ? | ? | nt
O=c1[nH]c(CN2CCN(S(=O)(=O)c3cccs3)CC2)nc2c(Br)cc(Br)cc12
→ -0.2% | 0.1% | 6.5%

Single records (already shown). Order of screens: DT40 TDP1 no CPT, TDP1 cell CPT, TDP1 inh
`Cc1cc(OCC(=O)OCC(=O)N2CCCCC2)ccc1Cl` reads -16.9%, -6.3%, nt
`COc1ccccc1CNC(=O)c1cc2c(s1)-c1ccccc1OC2` reads ?, ?, -8.8%
`Cc1sc(NC(=O)c2ccccc2)c(C#N)c1-c1ccccc1` reads -29.7%, -9.3%, 2.7%

Additional compounds
Below each SMILES – DT40 TDP1 no CPT | TDP1 cell CPT | TDP1 inh
Clc1ccccc1C1Nc2cccc3cccc(c23)N1
→ ? | ? | nt
Cc1nc(N2CCOCC2)[nH]c(=O)c1C
→ 9.7% | 24.2% | 2.3%
COC(=O)c1ccc(CSc2nc3c(c(=O)[nH]2)CCC3)cc1
→ 20.6µM* | ? | 5.7%
COc1ccccc1CNC(=O)C(C)NS(=O)(=O)c1ccc(C)cc1 (centres undefined)
→ -11.7% | 9.8% | -1.1%
Cc1cc(S(=O)(=O)Nc2cc3c(cc2NCc2ccccc2)n(C)c(=O)n3C)ccc1F
→ 11.6µM* | 7.31µM* | 0.0%[12.3 µM]
O=C(O)CCC(=O)NNc1ncnc2ccccc12
→ 0.5% | 17.8% | 2.7%
Cc1cnc(CNc2cc(-c3ccccc3C(F)(F)F)ncn2)cn1
→ 3.7% | 3.7% | nt
COc1ccc(C(=O)C2CCCN(C(=O)c3csc(SC)n3)C2)cc1F (centres undefined)
→ ? | ? | nt
CCOc1ccc(OCCC(=O)N(CCOC)c2c(N)n(Cc3ccccc3)c(=O)[nH]c2=O)cc1
→ 15.1% | -3.0% | nt
CC(C)N1CCN(Cc2cccn2-c2ccccn2)CC1CCO (centres undefined)
→ 10.5% | 7.5% | nt
COc1ccccc1Cc1c(-c2ccc(OC)c(OC)c2)nc2cc(C)c(Br)c(C)n12
→ ? | ? | nt
C=C1CC2C(=O)N(Cc3ccccc3)C(C(=O)OCC)(C(=O)OCC)C1N2C(=O)OC(C)(C)C (centres undefined)
→ ? | ? | 4.4%
COc1cc(C(=O)NC2Cc3ccccc3C2)ccc1OC1CCN(C(C)=O)CC1
→ -29.8% | 5.7% | 4.5%
CSc1ccccc1OCc1cc(C(=O)NCCN2CCCC(O)C2)no1 (centres undefined)
→ -13.0% | 2.0% | 1.2%
O=C1CCCC2=C1C1(CCCC1)N=C(Nc1nc3ccccc3s1)N2
→ ? | ? | 6.6%
COC(=O)c1cc(C(=O)NCc2ccc3c(c2)OCO3)cc([N+](=O)[O-])c1
→ -25.8% | 20.8% | nt
Cc1ccc(-n2c(Cc3cccn3C)nnc2SCC(=O)NCc2ccc3c(c2)OCO3)cc1
→ -24.8% | -20.5% | 9.1%
COc1cccc(NC(=O)c2ccccc2N(Cc2ccccc2)S(C)(=O)=O)c1
→ ? | -18.5% | nt
Cc1ccc2oc3c(c(=O)c2c1)C(c1ccc(O)cc1)N(Cc1ccc2c(c1)OCO2)C3=O (centres undefined)
→ ? | 14.6µM* | -1.1%
CN(C)c1ccc(/C=N/NC(=O)c2nnn(-c3nonc3N)c2CN(C)c2ccccc2)cc1
→ -13.7% | -15.6% | -1.6%
Cc1cn2c(=O)cc(COc3ccccc3NC(=O)c3ccccc3C)nc2s1
→ ? | -2.0% | 3.8%
Cc1ccccc1NC(=O)c1cc(S(=O)(=O)N2CCOCC2)ccc1F
→ -12.3% | -10.8% | 2.1%
CCn1c(Cc2ccccc2)nnc1SCC(=O)Nc1nc(C)cs1
→ -17.9% | 6.0% | 0.0%
Cc1cc(N2CCN(C(=O)c3ccco3)CC2)n2nc(C)nc2n1
→ 5.4% | -2.6% | 1.3%
CC1Cn2c(nc3c2c(=O)[nH]c(=O)n3C)O1 (centres undefined)
→ -0.7% | -13.1% | 2.1%
CCOC(=O)C1CCN(c2cc(=O)n(-c3ccc(OC)cc3)c(=O)[nH]2)CC1
→ -1.0% | 0.5% | -1.1%
COc1cc2c(cc1OC)C(c1ccccc1)N(C(=O)c1ccco1)CC2 (centres undefined)
→ 20.6µM* | 20.6µM* | -7.8%
N#CCSc1ncnc2c1cnn2CCO
→ -7.8% | 17.5% | 3.8%
NC(N)=Nc1nc2cc([N+](=O)[O-])ccc2o1
→ 10.3µM* | 10.3µM* | 4.8%
